Growth percent in the NCI-60 one-dose screen (48 h, 10 µM unless noted): 100 = growth as untreated, 0 = no growth, -100 = all killed.
HL-60(TB): HL-60(TB) leukemia cells; 78,000 tested, 9% active; active = growth percent below 10
Active calls of the source: *; & = joins results of further samples.

SMILES	HL-60(TB)
Clc1ccc(OCc2nnc(-c3ccc(N4CCOCC4)cc3)o2)c(Cl)c1	99
COc1ccc(Nc2ncc3c(n2)CCc2cnc(Nc4ccc(OC)c(OC)c4)nc2-3)cc1OC	91
COc1ccc(N(c2nc(-c3ccc([N+](=O)[O-])cc3)cs2)C(C)C)cc1	90
OCC1OC(n2ccc3c(SCc4ccccc4)ncnc32)C(O)C1O (stereo not drawn)	87&75
O=C1[C@H]2Cc3c([nH]c4ccccc34)[C@@H](c3ccc(Br)cc3)N2C(=O)CN1C1CCN(Cc2c(Cl)cccc2Cl)CC1	63
CCOC(=O)NC(C(=O)N(C(=O)NC1CCCCC1)C1CCCCC1)C(C)C (stereo not drawn)	101
O=C(/C(=C\c1ccccc1)c1ccccc1)c1ccccc1	63
CCOC(=O)/C(C#N)=C1/C(=O)Nc2ccccc21	149
CCOC(=O)/C(=C\c1ccccn1)C(C)=O	134
Ic1ncnc2nc[nH]c12	94
O=S(=O)(NCCCNc1nccc(-c2c(-c3ccc(F)cc3)nc3sccn23)n1)c1ccc(C(F)(F)F)cc1	94
CC1(C)CC[C@]2(C(=O)O)CC[C@]3(C)C(=CCC4[C@@]5(C)C[C@@H](O)[C@@H]6OC(c7ccc(Br)cc7)OC[C@@]6(C)C5CC[C@]43C)C2C1 (stereo partly drawn)	50
N#C/C(=C\c1ccc(-c2ccccc2Cl)o1)C(=O)Nc1ncc(Cc2ccc(Cl)cc2)s1	99
c1ccc([C@H]2CN3CCSC3=N2)cc1	99
COc1cc(/C=C/C(=O)c2ccc(-n3cc(CN4CCN(c5cc6c(cc5F)c(=O)c(C(=O)O)cn6C5CC5)CC4)nn3)cc2)ccc1O	90

Reformatted: 2 of the compounds above
| SMILES | HL-60(TB) |
| --- | --- |
| O=C1[C@H]2Cc3c([nH]c4ccccc34)[C@@H](c3ccc(Br)cc3)N2C(=O)CN1C1CCN(Cc2c(Cl)cccc2Cl)CC1 | 63 |
| CCOC(=O)NC(C(=O)N(C(=O)NC1CCCCC1)C1CCCCC1)C(C)C (stereo not drawn) | 101 |

Additional records follow.
SMILES	HL-60(TB)
O=c1oc2ccc(Br)cc2cc1-c1cs/c(=N/N=C\c2ccc(Br)cc2)n1/N=C/c1ccc(Br)cc1	95
CCCCC(CC)CCC(C)OC=O (stereo not drawn)	114
CCOC(=O)C1=C(C)n2nc(CC#N)c(C#N)c2NC1c1cc(Cl)ccc1O (stereo not drawn)	94
CN1CCC(OC(c2ccccc2)c2ccccc2)CC1	103
CC(=O)c1c2ccccc2c(Sc2ccccc2)n1C	69
O=C1C(Cl)=C(Nc2ccc(S(=O)(=O)c3ccc(NC4=C(Cl)C(=O)c5ccccc5C4=O)cc3)cc2)C(=O)c2ccccc21	33
Nc1ccc(S(=O)(=O)NCC2CCCCO2)cc1 (stereo not drawn)	103
C=C1CC2(OC1=O)C(=O)N(C)c1ccc(I)cc12 (stereo not drawn)	-57*
O=c1/c(=C/c2ccc(Cl)cc2)sc2nc3ccccc3n12	99
CN1C(=S)N(C)C2C1NN=C1SC(c3ccccc3)=CC(=O)N12 (stereo not drawn)	81
Brc1ccc(Br)s1	131
Cc1cccc(Cl)c1O	106
O=C1C(Cl)C(c2ccccc2O)N1n1cnnc1 (stereo not drawn)	97
COc1cc(/C=C\c2cc(OC)c(OC)c(OC)c2)cc(N)c1OC	49
COc1ccc2cc([C@H](C)C(=O)N/N=C/c3ccc(C)cc3)ccc2c1	95
O=C(OC1CCCCC1)C(=O)OC1CCCCC1	93
CC(C)(C)NCC(O)c1cc(O)cc(O)c1 (stereo not drawn)	97
O=C(NCCCCC(NC(=O)OCc1ccccc1)C(=O)O)OCc1ccccc1 (stereo not drawn)	103
COc1ccc2c(c1)C(=O)/C(=C/c1cccc(OCC(=O)c3ccccc3)c1)CC2	47
O=c1[nH]cc(CN2CCOCC2)c(=O)[nH]1	102
CCCC(C)(CC)C(=O)O (stereo not drawn)	101
O=C(CSc1nnnn1-c1ccccc1)c1cc2cc(Br)ccc2oc1=O	113
Cc1cc(O)c(C(C)C)cc1N=Cc1ccc(N(C)C)cc1	91
O=C1/C=C/[C@@H](O)[C@@H]2C[C@@H](O)C[C@H]2/C=C/CCC[C@H](CCc2ccc(C(F)(F)F)cc2)O1	-10*
CCOC(=O)c1c(O)cc(-c2ccc(OC)cc2)cc1-c1sc(N(C)Cc2ccccc2)nc1Cl	97
CC1=C/C(=N\N=C2/C=C(C)CC(C)(C)C2)CC(C)(C)C1	84
NS(=O)(=O)c1ccc(Cn2c(=S)[nH]c3ccccc3c2=O)cc1	97
O=c1[nH]c2ccccc2c2nc3ccccc3c(=O)n12	107
C/C=C(C)/C=N/NC(=O)C[N+](C)(C)C	108
O=C(CSc1nccc(Nc2cccc3ccccc23)n1)c1ccc(Cl)cc1	99

Random excerpt: four compounds from above, in no set order.
SMILES	HL-60(TB)
CCOC(=O)c1c(O)cc(-c2ccc(OC)cc2)cc1-c1sc(N(C)Cc2ccccc2)nc1Cl	97
O=c1[nH]cc(CN2CCOCC2)c(=O)[nH]1	102
COc1ccc2c(c1)C(=O)/C(=C/c1cccc(OCC(=O)c3ccccc3)c1)CC2	47
O=C(NCCCCC(NC(=O)OCc1ccccc1)C(=O)O)OCc1ccccc1 (stereo not drawn)	103

(cont.)
SMILES	HL-60(TB)
COc1ccc(-c2nnc(SCC(=O)Nc3ccc(C(=O)/C=C/c4ccc(Cl)cc4)cc3)o2)cc1	78
O=C(NNc1ccc([N+](=O)[O-])cn1)OCCOCCOC(=O)NNc1ccc([N+](=O)[O-])cn1	101
CCCCCCOCCOCCCNC(=O)c1cccnc1	110
Nc1nc(N)c2c(n1)NC(c1cccc(Nc3ccnc4cc(C(F)(F)F)ccc34)c1)CC(c1ccc(Br)cc1)=N2 (stereo not drawn)	43
CC1CN2CN(C3CCCC3)CN3C(C)CN4CN(C5CCCC5)CN1C4C23 (stereo not drawn)	100
COc1cc(/C=C/C(=O)N2CCN(CC(=O)N3CCCC3)CC2)cc(OC)c1OC	109
S=C(N/N=C\c1ccc2c(c1)OCO2)N/N=C/c1ccc2c(c1)OCO2	96
CN(C)CCn1c2ccccc2c2nc3ccc([N+](=O)[O-])cc3nc21	5.7*
CNC(=O)c1cc(Oc2cccc3nc(NC(=O)Nc4cc(C(F)(F)F)ccc4Cl)ccc23)ccn1	103
NCCNc1nc2ccccc2c2c(=O)c3cc(F)cc(Cl)c3sc12	-43*
Cc1ccc(Nc2ncnc3c2c(C)nn3-c2ccccc2)cc1	78
C1=C(c2ccccc2)CCCCC1	99
CCCn1cc(/C=N\N=C2\C(=O)Nc3c(C)cc(C)cc32)c2ccccc21	77
Cc1cc(C)nc(C)c1	118
COc1ccc(C2=NN(C(=O)[C@H]3[C@@H](c4cc(Cl)ccc4OCC(=O)O)c4sc(=O)[nH]c4S[C@@H]3C)C(c3ccc4ccccc4c3)C2)cc1 (stereo partly drawn)	118

Grouped by structure: the compounds so far with an aryl thioether with sulfur outside any ring.
SMILES	HL-60(TB)
OCC1OC(n2ccc3c(SCc4ccccc4)ncnc32)C(O)C1O (stereo not drawn)	87&75
CC(=O)c1c2ccccc2c(Sc2ccccc2)n1C	69
O=C(CSc1nnnn1-c1ccccc1)c1cc2cc(Br)ccc2oc1=O	113
O=C(CSc1nccc(Nc2cccc3ccccc23)n1)c1ccc(Cl)cc1	99
COc1ccc(-c2nnc(SCC(=O)Nc3ccc(C(=O)/C=C/c4ccc(Cl)cc4)cc3)o2)cc1	78

Following part:
SMILES	HL-60(TB)
C/C=C/[C@@H]1C=C[C@@H]2C[C@H](C)CC[C@H]2[C@]1(C)/C(O)=C1/C(=O)[C@H](CO)N(C)C1=O	63
Cc1ccc(S(=O)(=O)NCCCCCCNS(=O)(=O)c2ccc(C)cc2)cc1	109
CC(=O)Nc1ccc(-c2ccccc2)cc1[N+](=O)[O-]	82
COc1cccc(C2SC(C)C(=O)N2CCc2cccs2)c1 (stereo not drawn)	12
COc1ccncc1S(=O)(=O)NC(=O)Nc1ccc(Cl)c(Cl)c1	85
O=C(O)c1cccc[n+]1[O-]	119
O=c1cc(-c2ccc3c(c2)OCCO3)oc2cc(Cl)ccc12	110
COC(=O)c1ccc2oc(NC(=O)c3ccc(N4CCOCC4)c([N+](=O)[O-])c3)nc2c1	97
Cc1cccc(Oc2ccc(Nc3ncnc4ccc(NC(=O)CNCCO)cc34)cc2Cl)c1	-26*
CNC(=O)c1cc(-c2ccc(NC(=O)Nc3ccc(Cl)c(C(F)(F)F)c3)cc2)nc2cccnc12	130
C#Cc1cccc(Nc2ncnc3ccc(-c4cnc(Cl)c(NS(C)(=O)=O)c4)cc23)c1	-5.8*
COc1ccc(N2C(=O)[C@@H](O[Si](c3ccccc3)(c3ccccc3)C(C)(C)C)[C@H]2/C=C/c2ccccc2)cc1	100
CC[C@@]1(O)C[C@H](OC2CC(N(C)C)C(O)C(C)O2)c2c(cc3c(c2O)C(=O)c2c(O)ccc(O)c2C3=O)[C@H]1C(=O)OC (stereo partly drawn)	-69*
CC[C@]12C=CCN3CC[C@@]4(c5ccc(OC)cc5N(C)[C@H]4[C@@](O)(C(=O)OC)[C@@H]1OC(=O)CCCC[P+](c1ccc(C)cc1)(c1ccc(C)cc1)c1ccc(C)cc1)[C@@H]32	-42*
CC(C)(C)c1ccc(O)c(O)c1	95
CC[C@@H](C)C(=O)O[C@H]1[C@H](O)[C@H]2[C@@H](CN3C[C@@H](C)CC[C@H]3[C@@]2(C)O)[C@@H]2C[C@]34O[C@@]5(O)[C@@H](OC(=O)[C@](C)(O)[C@@H](C)O)CC[C@@]3(C)[C@@H]5[C@@H](OC(C)=O)[C@@H](OC(C)=O)[C@H]4[C@@]21O	101
NC(=O)N=Nc1c(O)[nH]c(=O)[nH]c1=O	116
Cc1oc(-c2ccc(Cl)cc2)nc1/C=C/C(=O)c1ccccc1	97
CCCc1ccccc1-c1cc(-c2ccccc2)on1	75
Cc1ccc(Cl)cc1Nc1nc(C(F)(F)F)ccc1C(=O)NO	106
CCN(CC)c1ccc(C2NNC(=S)N2)c(O)c1 (stereo not drawn)	71
O=S(=O)(O)c1ccc(N/N=C/c2ccccc2O)cc1	118
CCCCNc1nnc(-c2ccc(-n3nc(-c4ccc(OC)cc4)cc3-c3ccc(OC)cc3)cc2)o1	85
COc1ccc(OC)c(-c2cn3nc(-c4cn(C)c5ccc(Br)cc45)sc3n2)c1	98
Clc1cc(Cl)c(OCC#CI)cc1Cl	48
O=C(CCCCCCNC(=O)C(O)(O)C(F)(F)F)Nc1ncc(-c2ccc(Br)cc2)s1	6.3*
Cc1ccc(C=O)c(C)c1	97
O=C1c2c(c3c4cc(Br)ccc4[nH]c3c3ccc4ccccc4c23)C(=O)N1CCN1CCNCC1	62
Cc1cc(=O)oc2cc(OCCCOc3ccc(/C=C/C(=O)Nc4ccccc4[N+](=O)[O-])cc3)ccc12	103
COc1cc(C(=O)N2CC2)cc(OC)c1OC	84
O=CC(Br)C(Br)c1ccccc1 (stereo not drawn)	26
C1COC2(CCC3(CC2)OCCO3)O1	98
Cc1ccc(C(=O)Nc2ccc(CCN3CCOCC3)cc2)cc1Nc1ncnc2nc[nH]c12	91
COc1cc2c(c(OC)c1OC)C(=O)CC(c1cccc(NC(=O)[C@@H](N)CC(C)C)c1)O2 (stereo partly drawn)	97
O=C(Nc1ccccc1)OCCc1ccccn1	76
CCC(O)CN(C)C (stereo not drawn)	100
CC1=NN(c2cccc(Cl)c2)C(=O)/C1=C\c1cccn1Cc1ccccc1	106
Cc1ccccc1NC(=O)Nc1ccccc1C	100
O=C(CCCCCSc1nc(-c2ccccc2)cc(-c2ccccc2)n1)NO	88
CSc1nnc(N)s1	97
Cc1cc(N2CCN(CC(=O)Nc3ccc4c(ccn4Cc4ccccc4)c3)CC2)nc(N2CCCCC2)n1	47
Cc1cccc(-c2nnc(-c3nc4ccccc4nc3Cl)o2)c1	83
CCOC(=O)c1cnc2sc(-c3ccccc3)nc2c1Cl	104
C=C1C(=O)O[C@H]2[C@H]1CC/C(COC(=O)CCSCCC(=O)O)=C\CC[C@@]1(C)O[C@@H]21	78
O=C1/C(=C/c2ccc(Cl)cc2)CN(C(=O)C(Cl)Cl)C/C1=C\c1ccc(Cl)cc1	-19*
O=C(O)COc1ccccc1Cl	52
CSc1nc(N)c(S(=O)(=O)O)c(N)n1	140
CC(C)c1nc(SCC(=O)c2ccccc2)nc(Nc2cccc(S(N)(=O)=O)c2)c1C#N	75
Cc1nccn1C	111
CCCCCCCCCc1ccc(S)cc1	97
COc1ccc([C@@H]2c3[nH]c4ccccc4c3C[C@@H]3C(=O)N(C4CCN(Cc5ccccc5)CC4)CC(=O)N23)c(OC)c1	41
COc1ccc(/C=C/C(=O)c2cccc(NC(=O)CSc3nc4ccccc4c(=O)n3-c3ccccc3)c2)cc1	95
COc1cc(OC)c(/C=C/C(=O)c2nc3ccccc3n2Cc2ccc(F)cc2)c(OC)c1	68
OC1CCC2C=CCC1S2 (stereo not drawn)	104
CCN1C(=O)/C(=C/C(=O)OC)S/C1=N\NS(=O)(=O)c1ccc(C)cc1	106
NC1=C(O)C(=O)C(/C=C/c2ccccc2)O1 (stereo not drawn)	101
CO[C@H]1CC[C@@]2(C)C(=CC[C@H]3[C@@H]4C[C@H](O)[C@H](OC)[C@@]4(C)CC[C@@H]32)C1	94
Nc1noc(N)n1	122
COC(=O)C(Cc1ccccc1)Nc1nc(NC(Cc2ccccc2)C(=O)OC)nc(N2CCOCC2)n1 (stereo not drawn)	103
COc1cc(C2CC(=O)Nc3cc(O)ccc32)cc(OC)c1OC (stereo not drawn)	98
Additional entries follow.
SMILES	HL-60(TB)
CCN(CC)CCOc1ccc2ccc(=O)oc2c1	3.4*
COC(=O)c1cc(=O)[nH]c(N)n1	104
CCOC(=O)CNS(=O)(=O)CC(=O)c1ccccc1	102
Cc1cc(NCCCCNc2ccnc3cc(Cl)ccc23)nc(Nc2ccc(C(=O)N3CCCCC3)cc2)n1	-59*
O=C(O)C1C(c2ccccc2)c2ccccc2C(O)C1CO (stereo not drawn)	102
COc1ccc(-n2c(=O)n(-c3nc4ccc(OC)cc4s3)c(=O)c3cccnc32)cc1	107
CCOC(=O)c1c2c(cn1Cc1cc(OC)cc(OC)c1)-c1oncc1CC2	98
O=C1Oc2ccccc2C(=O)/C1=C/N1C(=O)CNC1=S	103

Screens from PubChem.

Some of the compounds tested; count on the stated rates, not on these rows.
